BL2 CD40 inh: inhibitors of CD40-induced NF-kB signaling, primary screen, BL2 cells, luciferase reporter, single point; CD40L-induced, 4 h; inhibition, % at 10 µM; 83,000 tested, 0.94% active; AID 1053188, 2014;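 active = mean inhibition of at least 50% with a set share of replicates also reaching that level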;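 also: 0% = neutral control wells and 100% = IKK inhibitor VII at 50 µM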
* = called active by the depositor; & = joins results of further samples; [ ] = remark or other dose. The list is partial (hit frequency here may not be typical).

SMILES	BL2 CD40 inh
COCC(=O)N1[C@@H](CO)[C@H](c2ccc(-c3ccccc3OC)cc2)C12CN(C(C)=O)C2	-6[25 µM]
Cc1ccccc1-c1ccc([C@@H]2[C@@H](CO)N3CCCCN(S(=O)(=O)Cc4ccccc4)C[C@H]23)cc1	18[25 µM]
COc1ccccc1-c1ccc2c(c1)C(C)(Cc1ccc(Cl)c(Cl)c1)C(=O)N2 (stereo not given)	15
COc1cc(SC)ccc1C(=O)N(CC(=O)Nc1ccccc1Br)Cc1ccco1	-10
O=C(c1ccco1)N1CCN(C(=O)c2ccccc2OCc2ccccc2)CC1	6
CN(C)CC(=O)N1[C@@H]2Cn3c(ccc(-c4ccncc4)c3=O)[C@H]1[C@@H](C(=O)NC1CCC1)[C@@H]2CO	5[25 µM]
Cc1ccc2nc(Cl)cc(=O)n2c1	0
CCCNS(=O)(=O)c1ccc2c(c1)n(C)c(=O)n2C	2
S=C(NCc1ccco1)N1CCN(C/C=C/c2ccccc2)CC1	3
O=C(c1ccc(N2CCOCC2)c([N+](=O)[O-])c1)N1CCN(c2ccccc2)CC1	0

Some of the entries so far, with values ahead of the structure.
BL2 CD40 inh | Compound
0 | Cc1ccc2nc(Cl)cc(=O)n2c1
2 | CCCNS(=O)(=O)c1ccc2c(c1)n(C)c(=O)n2C
3 | S=C(NCc1ccco1)N1CCN(C/C=C/c2ccccc2)CC1

(cont.)
SMILES	BL2 CD40 inh
CN(C1CC(C)(C)N(O)C(C)(C)C1)S(=O)(=O)CC12CCC(CC1=O)C2(C)C (stereo not given)	5
CCN(CC)S(=O)(=O)c1cccc(C(=O)N/N=C2\CC(=O)CC(C)(C)C2)c1	8
CCOC(=O)c1cnc2c(ccc3ccccc32)c1NCCN(C)C	-132
O=C(C1CCCC1)N1C[C@@H]2[C@H](c3ccccc31)[C@H](CO)N2C(=O)c1ccccc1	10
COc1ccc(CN2CCC(c3nc4ccc(Cl)cc4[nH]3)CC2)cc1	8
Cc1ccccc1OCC(=O)N/N=C1\CCOc2c(C)cccc21	0
COc1cccc(-c2ccc3c(c2)[C@@H]2[C@@H](CCN2C(=O)NC2CCCCC2)[C@H](CO)N3C)c1	19
O=C(Nc1ccc2c(c1)Cc1ccccc1-2)c1ccco1	-70
O=c1[nH]cnc2scc(C3COc4ccccc4O3)c12 (stereo not given)	-29
CCOC(=O)C1(CCCc2ccccc2)CCN(C(=O)C2CCCO2)CC1 (stereo not given)	6
COc1cc(C(=O)NNC(=O)c2n[nH]c3ccccc23)cc(OC)c1OC	9
O=C(CCn1c(=O)oc2ccccc21)NCCC1=CCCCC1	26
O=C1c2ccccc2-c2ccc(C(=O)N3CCCCC3)cc21	-100
Cc1nn(C(=O)CCCC(=O)NCc2ccccc2)c2ccccc12	9
COc1ccc2[nH]c(C(=O)O)c(CCC(=O)O)c2c1	5
Cc1ccccc1S(=O)(=O)N1[C@H](C#N)[C@H](c2ccc(-c3ccc(F)cc3)cc2)[C@H]1CO	-17[25 µM]
CC(=O)NC(Cc1c[nH]c2ccccc12)C(=O)N/N=C/c1ccccc1 (stereo not given)	3
O=C(O)c1ccc(NC(=S)Nc2ccc(S(=O)(=O)Nc3ccccn3)cc2)cc1	1
Cc1nc2ccc(F)cc2cc1C(=O)NCc1ccco1	13
Cc1ccn2c(=O)cc(C)nc2c1	-2
O=S(=O)(Cc1ccccc1)N1CCCCN2[C@H](CO)[C@H](c3ccc(-c4ccc(F)cc4)cc3)[C@H]2C1	-20[25 µM]
CO[C@@H](C(=O)N(C)C[C@H]1OCc2ccccc2-c2ccccc2C(=O)N([C@H](C)CO)C[C@H]1C)c1ccccc1	-6[25 µM]
O=C(CCc1ccc(O)cc1)NN=Cc1ccc2c(c1)OCO2	-22
O=C(COC(=O)c1ccc2ccccc2n1)NCc1ccccc1	1
O=C(NCCN1CCCC1)c1ccc(CS(=O)(=O)c2c(Cl)cccc2Cl)o1	-5
C/C=C/c1ccc(C2[C@@H]3CN(C(=O)Nc4ccccc4OC)C[C@H]2N3)cc1 (stereo not given in full)	7&5
Cc1ccc(S(=O)(=O)N2CCOCC2)cc1NC(=O)COC(=O)c1ccc(Br)o1	11
COCc1nnc(NC(=O)C(C)C)s1	5
O=c1[nH]cc(S(=O)(=O)N2CCOCC2)c(=O)[nH]1	6
O=C(NCc1ccccc1)c1cccc(S(=O)(=O)N2CCOCC2)c1	4
Cc1c(C(=O)N/N=C/c2ccncc2)no[n+]1[O-]	-2
Cc1cc(C)n2cc(CSc3nnc(-c4ccccc4)o3)nc2n1	1
CC(=O)c1ccc([N+](=O)[O-])cc1	-5
CCNC(=O)[C@H]1[C@H](CO)[C@H]2Cn3c(ccc(-c4cccnc4)c3=O)[C@@H]1N2Cc1ccccc1	-7[25 µM]
COc1ccc(-c2ccc3c(c2)[C@H]2[C@H](CCN2C(=O)C2CC2)[C@@H](CO)N3C)cc1	53*
CC(C)(C)NC(=O)C(c1ccc(F)cc1)N(Cc1ccccc1Cl)C(=O)c1ccn[nH]1 (stereo not given)	10
O=C(NCc1ccccn1)c1ccc(NC(=O)c2ccco2)cc1	-1
CC1(C)Cc2nc3sc4c(OCc5ccccc5)ncnc4c3cc2CO1	14
CCc1cc2cc(C(=O)N3CCN(Cc4ccccc4)CC3)sc2s1	-15
COCCNC(=O)C[C@H]1CC[C@H]2[C@@H](COC[C@@H](O)CN2S(=O)(=O)c2ccccc2F)O1	-7[25 µM]
CN(C)CC(=O)N1[C@H](CO)[C@@H](c2ccccc2-c2ccccc2F)[C@@H]1C#N	-9[25 µM]
COc1ccc(OC)c(NC(=O)CN2C(=O)NC3(CCCc4ccccc43)C2=O)c1 (stereo not given)	7
CC1(c2ccccc2)NC(=O)N(CC(=O)NCC2CCCO2)C1=O (stereo not given)	16
CO[C@H]1CN(C)C(=O)c2cc(NC(=O)C3CCC3)ccc2OC[C@@H](C)N(Cc2ccc(F)cc2)C[C@H]1C	1
CCOc1ccc(NC(N)=O)cc1	2
O=C(CN1C(=O)NC2(CCSC2)C1=O)NCc1ccccc1 (stereo not given)	15
COC(=O)c1c(NC(=O)c2ccnn2C)sc(C)c1C	10
CS(=O)(=O)N1[C@H](C#N)[C@H](c2ccccc2-c2ccccc2F)[C@H]1CO	-3[25 µM]
CC(=O)c1cccc([N+](=O)[O-])c1	5
CO[C@H](CN(C)C(=O)c1cnccn1)[C@H](C)CN([C@H](C)CO)S(=O)(=O)c1ccccc1	8[25 µM]
Following part:
SMILES	BL2 CD40 inh
CC(=O)c1c(C)[nH]c(C(=O)OCC(=O)NCCC2=CCCCC2)c1C	9
Cc1ccc(S(=O)(=O)NCCC(C)C)cc1[N+](=O)[O-]	0
Cc1oncc1C(=O)NC(C)C	11
c1cc(CN2[C@@H]3CNC[C@H]2C3c2ccc(-c3ccncc3)cc2)cc(-c2ccncc2)c1 (stereo not given in full)	-11
O=c1[nH]c(=O)c2[nH]c(=O)n(-c3ccccc3)c2[nH]1	0
CCN(C[C@@H]1N[C@@H](CO)[C@H]1c1ccccc1)C(=O)c1ccncc1	-3[25 µM]
O=C(c1csc(Nc2ccccc2Cl)n1)N1CCCC1	-63
C[C@@H]1CCCCO[C@@H](CN(C)C(=O)Nc2ccc(C(F)(F)F)cc2)[C@H](C)CN([C@@H](C)CO)C(=O)c2cc(NC(=O)Nc3ccc4c(c3)OCO4)ccc2O1	-6
C/C=C/c1ccc([C@@H]2[C@@H](CO)N3C(=O)CN(S(=O)(=O)c4ccccc4)C[C@@H]23)cc1	21[25 µM]
O=C(Nc1c(-c2ccccc2)nc2sccn12)c1ccccc1	-4
COc1cccc(NC(=O)C[C@@H]2CC[C@H]3[C@@H](COc4ccc(NC(=O)C5CCC5)cc4C(=O)N3C)O2)c1	6
COc1ccc(CC(=O)Nc2cc(Cl)ccc2C(=O)O)cc1	9
Cc1ccc(CN2CCNC(=O)C2CC(=O)N(C)C2CCCCC2)o1 (stereo not given)	-1
CCC(=O)c1ccc(OCC(=O)Nc2cccc(S(=O)(=O)N3CCCCCC3)c2)cc1	-6
O=C(Cc1cccnc1)N1CC(=O)N2[C@H](CO)[C@@H](c3ccc(/C=C/c4ccccc4)cc3)[C@@H]2C1	8[25 µM]
Cc1c(Cl)c([N+](=O)[O-])nn1CC(=O)NC(C)C1CC2CCC1C2 (stereo not given)	6
COc1cc(Cn2ccnc2)c(OC)cc1Cn1ccnc1	-2
O=[N+]([O-])c1ccc2c(c1)C(=NO)c1cc(Cl)c(Cl)cc1-2	5
O=C(Oc1ccc(Cl)c(Cl)c1)C1=CC=CN2CCS(=O)(=O)N=C12	6
CCc1cccc(C)c1NC(=O)CCCC(=O)O	3
O=C(NCCCN1CCCCC1)C1CCCN(c2ncnc3c2nc2n3CCCCC2)C1 (stereo not given)	10
Cc1ccc(NC(=O)CCn2ccc([N+](=O)[O-])n2)nc1	5
CCCNC(=O)Nc1nc(CC(=O)OCC)cs1	4
CCNS(=O)(=O)c1ccc(CCC(=O)NCCC2=CCCCC2)cc1	6
CCOc1cc(N2CCOCC2)c(OCC)cc1NC(=O)c1ccccc1N1CCCC1=O	6
Cc1cccc(S(=O)(=O)NNC(=O)Cc2cccn2C)c1	-2
CC1C2CC(C(S(=O)(=O)N3CCOCC3)C2=O)C1(C)C (stereo not given)	10
CNC(=O)C(C)NS(=O)(=O)c1ccc(F)cc1 (stereo not given)	5
Cc1ccc(C(=O)N2CCN(C(=O)c3ccco3)CC2)cc1NC(=O)c1ccco1	13
CCCNC(=O)N1CC(=O)N2[C@H](C1)[C@H](c1ccc(-c3ccc(F)cc3)cc1)[C@@H]2CO	-5[25 µM]
COc1ccc(S(=O)(=O)NCCSCc2ccco2)cc1C	9
COc1ccc(S(=O)(=O)N(C)C[C@H]2Oc3ccc(NS(=O)(=O)c4c(C)noc4C)cc3C(=O)N([C@H](C)CO)C[C@@H]2C)cc1	-7[25 µM]
Cc1nn(Cc2ccc(F)cc2)c(C)c1NC(=O)c1cnn2c1NC(c1ccccc1)CC2C(F)(F)F (stereo not given)	10
Cc1ccc(NC(=O)c2ccc(OC(=O)c3ccco3)cc2)cc1	-36
Nc1nonc1C(=O)N/N=C/c1ccc(-c2ccc(Cl)c(C(=O)O)c2)o1	6
Cc1ccccc1-c1ccc(C2[C@@H]3CN(C(=O)c4ccc(F)cc4)C[C@H]2N3)cc1 (stereo not given in full)	19&-3[25 µM]
Cc1cccc(N(C(=O)c2snc(C(N)=O)c2N)C(C(=O)NCC2CCCO2)c2cccs2)c1 (stereo not given)	-5
CCOC(=O)C1(C(=O)OCC)NC(=O)CC1CC(C)C (stereo not given)	7
O=S(=O)(/C=C/c1ccccc1)N1CCN(Cc2ccccc2)CC1	-4
CC(=O)N1CCc2c(sc(NC(=O)CS(=O)(=O)c3ccc(F)cc3)c2C#N)C1	18
COc1ccc(NS(=O)(=O)c2ccc(NC(=O)c3ccccc3Br)cc2)nn1	3
COc1ccc([C@@H]2C/C=C\C[C@H](c3ccc4c(c3)OCO4)NC(=O)CCC(=O)N2)c(OC)c1	7[25 µM]
CCn1cc(CN2CCC(n3nccc3NC(=O)c3ccc4c(c3)OCO4)CC2)c(C)n1	11
O=C(Nc1cccc(S(=O)(=O)N2CCCC2)c1)c1ccco1	8
Cc1ccc(C(=O)C(C)OC(=O)C2CCN(c3ccc(C(F)(F)F)cn3)CC2)cc1 (stereo not given)	6
COc1ccc(CN(C)C[C@@H]2Oc3ccc(NC(=O)NC(C)C)cc3C(=O)N([C@H](C)CO)C[C@@H]2C)cc1	0
O=C(CCCn1c(=O)[nH]c2ccccc2c1=O)N1CCN(c2ccccn2)CC1	10
N#C[C@@H]1[C@@H](c2ccc(C3=CCCCC3)cc2)[C@H](CO)N1C(=O)CN1CCOCC1	-12[25 µM]
O=C([C@@H]1[C@@H](CO)[C@@H]2Cn3c(ccc(/C=C/c4ccccc4)c3=O)[C@H]1N2)N1CCCCC1	-5[25 µM]
CN(C(=O)COC(=O)c1cccc(S(=O)(=O)N(C)c2ccccc2)c1)C1CCCCC1	8
Next section:
SMILES	BL2 CD40 inh
N#C[C@H]1[C@@H](c2ccc(C#CC3CCCC3)cc2)[C@H](CO)N1C(=O)Cc1ccccn1	13[25 µM]
N#CC1(N2CCN(C(=O)c3ccccc3)CC2)CCCCC1	-2
O=C(NC[C@H]1N[C@H](CO)[C@@H]1c1ccccc1)c1ccccc1F	-4[25 µM]
CO[C@@H]1CN(C)C(=O)c2cc(NC(=O)NC3CCCCC3)ccc2OC[C@@H](C)N(CC2CCOCC2)C[C@H]1C	2[25 µM]
O=C(NCc1cccnc1)c1cc2nc(-c3cccs3)cc(C(F)(F)Cl)n2n1	13

In the list so far, 14 contain a furan ring, fused or not.
SMILES	BL2 CD40 inh
COc1cc(SC)ccc1C(=O)N(CC(=O)Nc1ccccc1Br)Cc1ccco1	-10
O=C(c1ccco1)N1CCN(C(=O)c2ccccc2OCc2ccccc2)CC1	6
S=C(NCc1ccco1)N1CCN(C/C=C/c2ccccc2)CC1	3
O=C(Nc1ccc2c(c1)Cc1ccccc1-2)c1ccco1	-70
Cc1nc2ccc(F)cc2cc1C(=O)NCc1ccco1	13
O=C(NCCN1CCCC1)c1ccc(CS(=O)(=O)c2c(Cl)cccc2Cl)o1	-5
Cc1ccc(S(=O)(=O)N2CCOCC2)cc1NC(=O)COC(=O)c1ccc(Br)o1	11
O=C(NCc1ccccn1)c1ccc(NC(=O)c2ccco2)cc1	-1
Cc1ccc(CN2CCNC(=O)C2CC(=O)N(C)C2CCCCC2)o1 (stereo not given)	-1
Cc1ccc(C(=O)N2CCN(C(=O)c3ccco3)CC2)cc1NC(=O)c1ccco1	13
COc1ccc(S(=O)(=O)NCCSCc2ccco2)cc1C	9
Cc1ccc(NC(=O)c2ccc(OC(=O)c3ccco3)cc2)cc1	-36
Nc1nonc1C(=O)N/N=C/c1ccc(-c2ccc(Cl)c(C(=O)O)c2)o1	6
O=C(Nc1cccc(S(=O)(=O)N2CCCC2)c1)c1ccco1	8

Source: PubChem BioAssay
